High-throughput results deposited in PubChem by National Center for Advancing Translational Sciences (NCATS).
PLK1 PBD block = qHTS for Inhibitors of PLK1-PDB (polo-like kinase 1 - polo-box domain): Primary Screen; Serine/threonine-protein kinase PLK1 (Homo sapiens), P53350; Plk1 PBD binding of FITC phosphopeptide, fluorescence polarization; Potency, µM, without a hit: max response, negative = inhibition, usual class: inhibitors; hit rate 2.8% among 360,000; AID 720504, 2013; also: potency is read from the fitted curve at half-maximal effect; series mostly up to about 57 µM; % is scaled to controls: 0 for no effect and ±100 for the full control effect; nearly all actives have a fitted effect of over 65% in size
Target sequence (P53350 whole entry, looked up, the tested form may be a part): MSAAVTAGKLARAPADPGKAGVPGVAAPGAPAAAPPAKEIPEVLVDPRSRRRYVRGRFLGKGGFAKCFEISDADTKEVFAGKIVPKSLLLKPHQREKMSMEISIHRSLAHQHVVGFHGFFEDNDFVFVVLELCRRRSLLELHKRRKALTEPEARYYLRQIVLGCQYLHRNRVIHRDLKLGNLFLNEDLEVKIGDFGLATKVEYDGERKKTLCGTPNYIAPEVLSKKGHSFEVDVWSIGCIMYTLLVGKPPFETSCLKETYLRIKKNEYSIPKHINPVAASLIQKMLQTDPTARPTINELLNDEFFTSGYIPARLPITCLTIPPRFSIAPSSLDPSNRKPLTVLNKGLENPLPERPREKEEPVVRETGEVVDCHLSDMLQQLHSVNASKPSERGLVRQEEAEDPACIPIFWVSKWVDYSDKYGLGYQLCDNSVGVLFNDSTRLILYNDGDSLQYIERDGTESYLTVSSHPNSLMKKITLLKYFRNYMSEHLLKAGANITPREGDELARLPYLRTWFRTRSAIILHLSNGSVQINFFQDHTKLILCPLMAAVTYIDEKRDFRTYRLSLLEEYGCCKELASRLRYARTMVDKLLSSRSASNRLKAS
EPAC1 ag = qHTS for Agonist of cAMP-regulated guanine nucleotide exchange factor 3 (EPAC1): primary screen | Potency, µM (highest dose often 154 µM), without a hit: at the top dose activation, most hits filed as activators | Rap guanine nucleotide exchange factor 3 (Homo sapiens), O95398 | AID 720707, 2013 | EPAC1 agonist qHTS, biochemical assay; response scale: 100% = response to 6.5 mM cAMP | hit rate 0.073% among 360,000; also: potency is read from the fitted curve at half-maximal effect; nearly all actives have a fitted effect of over 60% in size
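Fluorescent GDP-exchange assay: 100 nM EPAC1 with 250 nM Rap1B preloaded with BODIPY-GDP and 50 uM GDP; compounds tested as concentration series, 5 min at room temperature, then read every 5 min for 30 min (ex 480/em 540 nm); normalized to 6.5 mM cAMP.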
FUS suppressor = qHTS for Suppressors of FUS Proteinopathy: Primary screen using FUS-linked yeast assay | Potency, µM (doses to about 76.6 µM), for the others: at the top dose growth rescue (activation), actives largely listed as activators | hit rate 0.24% among 390,000 | S. cerevisiae FUS-expressing, growth rescue, OD600, 24 h;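 also: potency is read from the fitted curve at half-maximal effect; plate controls were DMSO vehicle for no effect and reference control for full effect; nearly all actives have a fitted effect of over 55% in size; some results filed as inactive show a strong effect at the top dose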
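Steps: raffinose overnight preculture; dilution to OD 0.005 in 2% galactose minimal medium; compound addition (concentration series); 24hr at 30C, 99% humidity; absorbance read at 600 nm.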
aSyn rescue = qHTS of alpha-syn Inhibitors. Yeast expressing alpha-synuclein, growth rescue, BacTiter-Glo, 24 h. Potency, µM (highest dose often 46.1 µM), without a hit: at the highest dose growth rescue (activation), most hits filed as activators. hit rate 0.14% among 370,000. AID 652106, 2013; also: potency is read from the fitted curve at half-maximal effect; % of control where 0% means no effect; nearly all actives have a fitted effect of over 65% in size
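Galactose-induced alpha-syn yeast (OD600=0.02, raffinose-pregrown) + pinned cpd, 24 hr, 30 deg C; growth by BacTiter-Glo luminescence. Growth restoration scores as activation.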
PI5P4Ka inh = qHTS for Inhibitors of phosphatidylinositol 5-phosphate 4-kinase (PI5P4K). hit rate 1.2% among 330,000. Phosphatidylinositol 5-phosphate 4-kinase type-2 alpha (Homo sapiens), P48426. max response, %. PI5P4Kalpha enzyme, ADP-Glo luminescence, 60 min; hits give low values; active = max response of -50% or lower; inconclusive = between -30% and -50%; inactive = -30% or higher; also: value at the top dose of about 77 µM; % is scaled to controls: 0 for no effect and ±100 for the full control effect
Target sequence (P48426 whole entry, looked up): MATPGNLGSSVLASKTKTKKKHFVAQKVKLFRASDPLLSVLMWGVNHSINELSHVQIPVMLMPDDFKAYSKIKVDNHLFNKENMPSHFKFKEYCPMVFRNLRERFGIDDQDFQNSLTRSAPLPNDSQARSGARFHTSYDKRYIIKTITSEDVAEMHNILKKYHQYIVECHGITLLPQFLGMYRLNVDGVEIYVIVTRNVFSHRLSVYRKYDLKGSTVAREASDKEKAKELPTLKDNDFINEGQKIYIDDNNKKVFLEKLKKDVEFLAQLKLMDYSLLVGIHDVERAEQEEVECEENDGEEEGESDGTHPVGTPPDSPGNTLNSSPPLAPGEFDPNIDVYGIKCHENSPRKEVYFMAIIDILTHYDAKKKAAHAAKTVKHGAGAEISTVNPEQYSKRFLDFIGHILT
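Single end-point luminescence (ADP-Glo) quantified ADP from PI5P4Kalpha turnover; ATP 5 microM final, 1 h at RT, 0.1% CHAPS and 0.28 mM EGTA in HEPES pH 7.4.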
EPAC1 antagonist = qHTS for Antagonist of cAMP-regulated guanine nucleotide exchange factor 3 (EPAC1): primary screen. EPAC1 GEF assay, Rap1b-BODIPY-GDP exchange fluorescence. Potency, µM (highest dose often 115 µM), for the others: at the top dose activity change, negative = inhibition, usual class: inhibitors. Rap guanine nucleotide exchange factor 3 (Homo sapiens), O95398. hit rate 0.14% among 360,000;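 also: potency is read from the fitted curve at half-maximal effect; plate controls were vehicle for no effect and positive control for full effect; nearly all actives have a fitted effect of over 50% in size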
IL-2 act = qHTS of IL-2 Activators. IL-2 activation reporter assay, cell-based qHTS; stimulated with anti-CD3/CD4/CD28 beads; in transgenic mouse T cells. activation, % (series mostly up to about 46 µM). hit rate 0.065% among 360,000; in the data active = activation above about 50%; inconclusive = mostly about 30% to 49%; also: 0% is about no effect
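Unstimulated transgenic mouse T cells; 60-min compound exposure; bead-based TCR/CD4/CD28 stimulation; 18 h culture, 37 degrees C; dual fluorescence (EGFP, DsRed) plate cytometry.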
WRN inhibitor = qHTS for Inhibitors of WRN Helicase. WRN helicase unwinding, fluorescent forked duplex, kinetic. hit rate 0.46% among 360,000. Potency, µM (highest dose often 114 µM), for inactives: at the highest dose activity change, negative = inhibition, actives largely listed as inhibitors. Bifunctional 3'-5' exonuclease/ATP-dependent helicase WRN (Homo sapiens), Q14191; also: potency is read from the fitted curve at half-maximal effect; % is scaled to controls: 0 for no effect and ±100 for the full control effect; nearly all actives have a fitted effect of over 55% in size
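WRN at 20 nM final was preincubated with compound for 15 min at room temperature; reaction started with 100 nM forked duplex oligonucleotide carrying fluorophore and quencher plus 2 mM ATP (final). Unwinding followed kinetically by red fluorescence (ex 525/em 598 nm).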
Abeta rescue = qHTS for compounds that reverse cellular toxicity of Amyloid beta (A-beta) peptide in yeast: Primary Screen; hit rate 0.063% among 410,000; Potency, µM (series often up to 46.1 µM), without a hit: at the top dose growth rescue, actives largely listed as activators; AID 1347071, 2019; yeast expressing A-beta42, growth rescue, OD600, 48 h; response scale: 0% DMSO, 100% iron-clioquinol control; also: potency is read from the fitted curve at half-maximal effect; nearly all actives have a fitted effect of over 55% in size
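Growth rescue measured by 600 nm absorbance after 48 h yeast culture at 30 C with compound. Values normalized between DMSO and an equimolar ferric chloride plus clioquinol control.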
* = called active by the depositor; ? = inconclusive; · = no result given; & = joins results of further samples; ! = not confirmed by another sample; [ ] = dose if it differs, or a comment. Unless noted, calls follow the shape of the dose curve; as a rule, active = well fitted curve in the direction sought with a large enough effect; inconclusive = small, poorly fitted or top-dose-only effect, or another doubt; inactive = no such curve, though single readings can be large; an effect the other way counts as inactive or inconclusive.

SMILES	PLK1 PBD block	EPAC1 ag	FUS suppressor	aSyn rescue	PI5P4Ka inh	EPAC1 antagonist	IL-2 act	WRN inhibitor	Abeta rescue
CCOC(=O)c1ccc(NC(=O)c2cc3c(C)nn(-c4ccccc4Cl)c3s2)s1	-6.7%	1.6%	15.3%	2.1%	4.2	2.4%	-4.7	-3.9%	-11.4%
Cc1cc(C)c([N+](=O)[O-])cc1-c1ccc(/C=N/c2c(-c3ccco3)nc3ccccn23)o1	-5.6%	5.5%	35.3%	4.1%	?	?	-2.0	?	-7.6%
CS(=O)(=O)Nc1ccc(C(=O)Nc2ccc(S(=O)(=O)N3CCCCC3)cc2)cc1	1.2%	7.6%	33.4%	0.5%	-2.2	-18.6%	0.0	-5.5%	2.1%
Cc1ccc(C(C)C)c(OCC(=O)OCC(=O)NC2CCS(=O)(=O)C2)c1 (stereo unspecified)	-9.2%	-35.1%[inhibitor]	18.8%	-0.7%	-0.2	-1.9%	0.2	-15.1%	12.0%
Cc1ccc(N(Cc2ccccc2)C(=O)c2cc(S(=O)(=O)N3CCOCC3)ccc2Cl)cc1	-5.1%	18.3%	?	-1.0%	-1.7	-13.8%	-0.9	-7.5%	-9.9%
COc1ccc(C(=O)COC(=O)CCC(=O)Nc2ccc(C(C)=O)cc2)cc1	1.6%	-6.2%	·	-0.3%	2.6	8.8%	1.6	-16.5%	-1.8%
CCCCn1c(O)c(/C=C/C=C/C=Nc2ccccc2)sc1=S	?	-10.5%	?	-10.6%	?	?	0.4	-21.1%	-23.1%
Cc1c(C)c2ccc(OC(C)C(=O)N3CC[C@@]4(O)CCCC[C@H]4C3)cc2oc1=O (stereo partly specified)	4.3%	0.5%	3.6%	19.1%	-5.5	12.3%	-0.4	2.1%	1.6%
CCC(=O)N1CCC(NC(=O)Nc2ccc(OC(F)(F)F)cc2)CC1	7.9%	-1.3%	4.7%	7.1%	-1.0	0.6%	0.2	1.0%	1.4%
CCOC(=O)CSc1nc(C)cc(Oc2ccc(=O)n(C)n2)n1	-16.1%	-28.2%	-2.3%	-1.5%	-8.5	-4.0%	0.8	4.3%	-16.2%
O=C(COc1ccccc1Br)NC1CC1	-11.2%	2.3%	9.9%	3.3%	1.5	25.7%	0.6	3.0%	-1.3%
CCOC(=O)C(CCCOc1cccc(CC)c1)C(=O)OCC	-0.6%	-1.8%	22.9%	8.7%	7.9	-11.4%	-2.7	-6.4%	-3.1%
Cc1cc(OCCn2ccnc2)ccc1C(C)C	-0.2%	-14.0%	·	-8.5%	1.0	8.7%	-3.0	-1.1%	-11.9%
Cc1ccc(OCCn2nnc3ccccc32)cc1C	6.1%	-8.4%	16.5%	3.6%	3.8	-14.7%	-2.6	3.6%	2.8%
NC(=O)CC(NC(=O)Cc1ccc(Br)cc1)c1ccc(NC2CCN(Cc3ccccc3)CC2)c([N+](=O)[O-])c1 (stereo unspecified)	43.4%[activator]	-52.8%[inhibitor]	-18.5%	0.0%	2.5	-2.1%	-0.2	-0.8%	-5.7%
COc1ccc(C(=O)O/N=C(\N)Cc2ccc(Cl)cc2)cc1OC	-2.9%	-1.7%	4.2%	-66.4%[inhibitor]	-7.4	1.1%	-0.3	1.9%	-10.6%
COC(=O)c1sccc1NC(=O)Nc1ccc(C)cc1C	2.5%	-6.6%	10.2%	0.3%	10.7	1.5%	-1.0	-6.1%	0.0%
Cc1cc(=O)oc2cc(OCC(=O)N3CCCC3)ccc12	-22.1%	-1.7%	-1.4%	-12.2%	1.1	-3.0%	0.3	6.8%	-27.7%
COc1ccc(NC(=O)n2ncc3c(C)cccc32)cc1	-7.5%	13.0%	-22.8%	-16.6%	4.0	-20.9%	-2.4	2.4%	-11.9%
CC(=O)N1CCC(N(C(=O)Nc2ccc(Cl)cc2)C(C)C)CC1	-6.2%	-6.1%	-2.8%	-6.9%	-0.1	1.9%	-0.4	-6.2%	5.3%
CCOC(=O)[C@@H]1[C@H]2COc3cc(OC)ccc3[C@@H]2N2C(=O)N(c3ccc(Br)cc3)C(=O)[C@@]12C	-0.8%	0.3%	?	20.2%	1.3	-7.9%	-1.1	-3.6%	-1.4%
COC(=O)C[C@H]1c2ccc(C(F)(F)F)cc2S(=O)(=O)N1Cc1ccccc1	1.7%	1.3%	0.2%	3.4%	2.8	-8.9%	-0.4	-5.9%	12.5%
CCOc1ccc2c(c1)OC1(CCC(C)C1)CC2=O (stereo unspecified)	-10.8%	-4.3%	-3.5%	-3.7%	13.6	-19.3%	-3.4	4.7%	-3.4%
COc1ccc(-c2cc(C(=O)c3c(N)n(C)c(=O)n(C)c3=O)c3ccccc3n2)cc1	-21.2%	-5.1%	38.3%	1.4%	-3.2	-12.0%	0.6	-1.9%	-7.4%
C=CCSc1nc(C)c(CC=C)c(=O)[nH]1	0.4%	2.3%	-6.1%	1.9%	·	-4.8%	0.0	-4.6%	13.0%
CCOC(=O)CSc1nnc(CNc2cccc(Cl)c2)n1C	-14.5%	-2.6%	9.8%	-4.8%	0.4	7.0%	-2.7	2.7%[57.1 µM]	23.9%
C=CCn1c(SCC(=O)Nc2cccc(C(=O)OC)c2)nnc1C(C)NC(=O)c1cccs1 (stereo unspecified)	-5.0%	5.1%	20.6%	-4.9%	·	3.8%	-0.2	2.8%	-24.3%
CCOC(=O)N1CCC(Nc2c(NCCCN(CC)Cc3ccccc3)c(=O)c2=O)CC1	-0.3%&-12.3%	-13.0%&0.9%	-16.7%	-7.5%&-3.4%	-4.9&-2.8	-5.3%&-2.9%	-1.7&-1.8	-11.0%&3.3%	0.0%&2.9%
Cc1ccc(NCc2ccccc2O)cc1	2.7%	-1.8%	3.7%	-8.5%	·	4.5%	-3.3	1.4%	34.8%
CN(c1ccc(OCc2ccc([N+](=O)[O-])cc2)cc1)S(=O)(=O)c1ccccc1	-5.8%	14.3%	-16.0%	1.6%	0.8	8.0%	0.8	-6.9%[57.1 µM]	3.9%
CSc1nc(N)nc2c1ncn2CC(=O)N1CCN(Cc2c(C)cc(C)cc2C)CC1	-3.9%	9.6%	-7.8%	0.3%	8.0	-8.6%	-0.9	-5.2%	2.8%
Cc1cc(Cl)c(C(=O)Nc2cccc(C(F)(F)F)c2)c(C)n1	-10.3%	-3.4%	-22.8%	0.9%	-6.1	-9.6%	-0.6	4.9%	-6.3%
COc1ccc(F)cc1CN1CCN(C(=O)CCC(=O)Nc2nnc(CC(C)C)s2)CC1	8.4%	-4.2%	-24.9%	3.6%	9.9	-14.1%	-0.6	-1.2%	-17.7%
CCNC(=S)NNC(=O)CSc1nc2ccccc2[nH]1	-12.9%	-5.1%	-8.4%	-0.3%	-11.2	8.7%	0.2	0.3%	-12.4%
Cc1ccccc1C(=O)N1CCN(S(=O)(=O)c2cccs2)CC1	-2.1%	3.0%	·	7.6%	-4.1	-13.6%	-1.4	-15.6%	1.3%
CCN(C1CCCCC1)S(=O)(=O)c1ccc(C(=O)O)cc1	-3.1%	4.5%	-17.2%	7.5%	·	2.2%	3.8	4.9%	-5.3%

Among those listed so far, these contain an NH in an aromatic ring:
SMILES	PLK1 PBD block	EPAC1 ag	FUS suppressor	aSyn rescue	PI5P4Ka inh	EPAC1 antagonist	IL-2 act	WRN inhibitor	Abeta rescue
C=CCSc1nc(C)c(CC=C)c(=O)[nH]1	0.4%	2.3%	-6.1%	1.9%	·	-4.8%	0.0	-4.6%	13.0%
CCNC(=S)NNC(=O)CSc1nc2ccccc2[nH]1	-12.9%	-5.1%	-8.4%	-0.3%	-11.2	8.7%	0.2	0.3%	-12.4%

(more compounds)
SMILES	PLK1 PBD block	EPAC1 ag	FUS suppressor	aSyn rescue	PI5P4Ka inh	EPAC1 antagonist	IL-2 act	WRN inhibitor	Abeta rescue
O=C(Nc1nnc(-c2ccc(Br)cc2)o1)c1ccco1	-5.9%	-12.8%	7.8%	-10.6%	-14.0	-15.0%	-1.3	-20.5%	-1.2%
CN(C)CC(C)(C)CNS(=O)(=O)c1ccc(Cl)c(Cl)c1	18.9µM*!	-6.7%&10.1%	-91.0%&-3.9%[inhibitor]	1.3%&-2.8%	?	-19.5%&-3.1%	-3.4&1.5	0.3%&0.6%	-5.5%&-2.1%
CC(C)[C@H](NC(=O)c1ccccc1)C(=O)OCC(=O)N1CCCCCC1	-4.8%	-8.9%	-17.0%	6.1%	0.0	-11.1%	-2.3	9.3%	2.0%
COC(=O)c1cccc(CSC(=S)N2CCCC2)c1	-12.5%	-0.7%	-24.1%	3.4%	2.0	-0.5%	-4.0	-2.4%	18.2%
Cc1noc(C)c1S(=O)(=O)N1CCCC(C(=O)NCC2CCCO2)C1 (stereo unspecified)	-2.9%	-2.4%	19.4%	1.5%	-1.5	10.3%	1.8	-6.0%	-1.2%
Cc1ccc(NC(=O)CCC(=O)c2cccs2)cc1F	-2.7%	2.6%	-3.0%	7.4%	-0.3	-4.0%	-1.7	-30.9%	-10.2%
CCOC(=O)[C@]12Cc3c(cc(OC)c(OC)c3OC)[C@H]1N(CCC(=O)OC)C(=O)c1cc(OC)ccc12	11.9µM*	5.8%	18.6%	-18.9%	-3.4	4.2%	-1.1	6.2%	8.5%
CCn1cc(/C=N\NC(=O)c2cc(-c3ccccc3OC)nc3ccccc23)c(C)n1	-4.9%	6.5%	·	-7.6%	-0.1	-26.9%	-0.3	-0.5%	-17.9%
CCOc1ccc(NC(=O)CN(C)C(=O)Cc2ccsc2)cc1OCC	-4.5%	1.1%	-3.4%	-5.1%	0.7	-23.0%	0.1	4.5%	6.8%
